# H9c2 protect – cardioprotection against H2O2-induced cell death, primary screen, uHTS, H9c2 cells, ATPLite luminescence. hit rate 0.63% among 360,000. protection from H2O2 cell death, % at 20 µM. H9c2 cardiomyocytes, H2O2 injury protection, 2 h. AID 588492, 2011;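 active = compounds giving at least 50% protection of heart cells from peroxide-induced death in the single-dose screen, raw or plate-pattern-corrected value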;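 note: 0% = DMSO wells with peroxide and 100% = DMSO wells without peroxide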
# ABCB6 inh MLPCN – ABCB6 transporter inhibitors, primary screen, K562-ABCB6 cells, flow cytometry, MLPCN library; hit rate 0.19% among 360,000; K562-ABCB6 porphyrin accumulation, 1 h; stronger effect = lower value; ATP-binding cassette sub-family B member 6 (Homo sapiens), Q9NP58; fluorescence ratio to DMSO, % at 10 µM;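 active = fluorescence ratio to DMSO below 75%, the collection mean minus 3 SD; inconclusive = too few cells collected in the well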;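 note: signal is porphyrin accumulated inside mitochondria; 100% equals median channel fluorescence of DMSO control wells; lower ratio means ABCB6 inhibition with less porphyrin fluorescence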
# Vif imaging – HIV Vif self-association inhibitors, primary screen, imaging, HEK293T, single point. HEK293T cells, Vif self-association by quenched fluorescence, 24 h. inhibition, % at 7.49 µM. hit rate 0.35% among 340,000; in the data active = inhibition above about 50%, passing the limit was not always enough; inconclusive = no clear call, values can overlap the other calls; inactive = below about 31%; note: some results filed as inactive read as strong as hits
# hiPSC survival – enhancers of single-cell hiPSC survival, primary screen, ATPlite luminescence | 100% = ROCK inhibitor wells, 0% = DMSO | hit rate 0.044% among 360,000 | survival enhancement, % at 20 µM | AID 602274, 2012; in the data active = survival enhancement above about 18%;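 note: cells exposed to compounds for 16 hours before the ATP read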
# aDG glyco up – activators of alpha-DG glycosylation, primary screen, uHTS, Pro5-aDG cells, AlphaScreen. alpha-DG glycosylation AlphaScreen (IIH6); 0% Pro5, 100% B10-LARGE cell signal. activation, % at 10 µM. hit rate 0.22% among 360,000;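 active = activation of at least 8% versus controls, or a plate z-score of at least 8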;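 note: Pro5 are CHO cells carrying HIG-tagged alpha-DG that lacks glycosylation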
# CaV13 FRET inh – Primary screen for inhibitors of IQ motif and Ca2+-dependent inactivation inhibitor domain binding in CACNA1D, Förster resonance energy transfer in living cells, …; inhibition, % at 12.3 µM; HEK cells, CFP/YFP FRET ICDI-IQ, plate reader, 10 min; percent FRET-ratio fall versus neutral wells; hit rate 0.098% among 340,000; AID 743397;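 active = mean replicate inhibition of at least 30% and at least 1% of replicates passing that level; inconclusive = only one of the two criteria is met; inactive = neither criterion is met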;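 note: 0% = median of the neutral control wells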
# PDI inh – inhibitors of human PDI, primary screen, biochemical, turbidity, single point, plate reader. Protein disulfide-isomerase (Homo sapiens), P07237. PDI insulin aggregation turbidity, A650, 90 min. inhibition, % at 10 µM. hit rate 0.052% among 350,000. AID 588391, 2011;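 active = mean inhibition across replicates of 30% or more, whatever share of single replicates reach that level; inconclusive = mean inhibition below 30% while every single replicate reaches 30%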;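 note: absorbance from insulin aggregation driven by PDI reduction with DTT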
# Target sequence (P07237 whole entry, looked up): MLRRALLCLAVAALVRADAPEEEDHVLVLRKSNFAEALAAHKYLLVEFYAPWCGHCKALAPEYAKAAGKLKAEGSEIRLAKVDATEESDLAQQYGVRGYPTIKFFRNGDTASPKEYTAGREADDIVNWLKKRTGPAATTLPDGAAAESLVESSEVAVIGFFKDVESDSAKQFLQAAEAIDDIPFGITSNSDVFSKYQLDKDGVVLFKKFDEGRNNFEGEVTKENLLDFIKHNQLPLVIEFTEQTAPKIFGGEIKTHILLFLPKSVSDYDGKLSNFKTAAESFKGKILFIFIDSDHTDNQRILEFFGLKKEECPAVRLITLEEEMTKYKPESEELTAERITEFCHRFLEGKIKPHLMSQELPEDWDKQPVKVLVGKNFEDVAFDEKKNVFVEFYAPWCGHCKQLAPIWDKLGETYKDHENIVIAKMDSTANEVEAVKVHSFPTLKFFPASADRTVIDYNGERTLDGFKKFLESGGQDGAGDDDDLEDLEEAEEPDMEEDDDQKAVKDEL
# Glyco luc inh – increase of ERlucT glycosylation luciferase signal, primary screen, N-linked glycosylation inhibitor project, D54 ERlucT cells, luminescence, set 2; D54 ERlucT glycosylation luciferase reporter, 24 h; percent of 100 nM tunicamycin response; reporter increase, % at 12.5 µM; hit rate 0.23% among 360,000;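 active = mean luciferase reporter signal, scaled so untreated is 0 and the glycosylation-blocking control 100, at or above a set limit in every replicate; inconclusive = mean reaches the limit but not every replicate does; inactive = mean below the limit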;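 note: luciferase carries N-glycosylation sites so blocking glycosylation raises the light; 0% = median of neutral control wells and 100% = median of 100 nM tunicamycin wells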
# Granule exo inh – LAMP-1 surface exposure blockers, TALL-104 cells – cell-based, flow cytometry, MLPCN library, primary screen. TALL-104 LAMP-1 surface exposure; cells stimulated with thapsigargin and PMA. inhibition, % at 10 µM. hit rate 0.66% among 360,000;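 active = inhibition above about 55%, limit read from the data; inconclusive = no clear call, values can overlap the other calls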
# m5-HT2A agonist – mouse Htr2a agonists via beta-arrestin recruitment, primary screen, cell-based, luminescence | 5-hydroxytryptamine receptor 2A (Mus musculus), P35363 | CHO-K1 mHTR2A beta-arrestin complementation; percent of 30 µM serotonin response | activation, % at 7.6 µM | hit rate 0.66% among 360,000 | AID 624169, 2012;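 active = activation above a run cutoff, the mean activation of all tested compounds plus 3 SD, cut at about 14% in these data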;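 note: 0% = plate median of compound wells and 100% = 30 µM serotonin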
# Target sequence (P35363 whole entry, looked up): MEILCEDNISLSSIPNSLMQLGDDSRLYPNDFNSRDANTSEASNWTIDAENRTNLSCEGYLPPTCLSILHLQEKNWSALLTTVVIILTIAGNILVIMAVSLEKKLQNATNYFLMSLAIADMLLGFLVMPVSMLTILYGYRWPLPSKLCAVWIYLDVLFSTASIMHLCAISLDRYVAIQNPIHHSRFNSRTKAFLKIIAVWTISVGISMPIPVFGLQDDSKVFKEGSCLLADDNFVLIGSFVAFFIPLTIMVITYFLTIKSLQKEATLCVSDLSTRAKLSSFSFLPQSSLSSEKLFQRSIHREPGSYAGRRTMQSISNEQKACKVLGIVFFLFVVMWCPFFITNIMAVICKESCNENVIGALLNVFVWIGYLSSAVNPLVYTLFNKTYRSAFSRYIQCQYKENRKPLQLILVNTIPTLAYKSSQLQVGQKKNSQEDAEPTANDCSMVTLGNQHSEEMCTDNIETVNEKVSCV
# * marks the source's active call; other numbers are inactive results; ? = inconclusive; · = no result given. An unsorted share of the library; 3.1% or so of the library scored in one or more.
SMILES,H9c2 protect,ABCB6 inh MLPCN,Vif imaging,hiPSC survival,aDG glyco up,CaV13 FRET inh,PDI inh,Glyco luc inh,Granule exo inh,m5-HT2A agonist
Cc1ccc2c(c1)CC(C)N2S(=O)(=O)c1nnc(NC(=O)CC(C)C)s1 (stereo unspecified),-11,99,0,-0.6,0.0,-3,13,-4,-3,-5
Cc1cccc(OCC2=NS(=O)(=O)c3ccccc3N2)c1,-4,100,7,0.3,0.1,-5,-5,0,-1,6
CCCCCn1c(=N)c(S(=O)(=O)c2ccc(Cl)cc2)cc2c(=O)n3cccc(C)c3nc21,-11,98,9,0.5,0.1,·,20,-3,8,7
CC1CC(C)CN(C(=O)COC(=O)/C=C/c2cccc([N+](=O)[O-])c2)C1 (stereo unspecified),-5,100,4,-0.2,-0.2,-7,1,0,4,10
Cc1ccc(OCCn2cc(Br)c(=O)[nH]c2=O)cc1,1,105,2,4.9,0.2,-5,9,5,-1,-1
CCOC(=O)c1c(-c2ccccc2)csc1NC(=O)CSc1nnc(C)s1,-16,92,-5,-1.2,0.2,-6,-10,-6,4,-2
CSCCC(NC(=O)COc1ccccc1)C(=O)NCCOc1ccccc1 (stereo unspecified),0,100,0,-0.3,-0.1,-5,0,0,5,0
COc1cc(C(=O)Nc2ccc3c(c2)CCN3C(C)=O)cc(OC)c1OC,-2,95,2,-0.2,-0.3,11,-8,?,1,1
CC(=O)Nc1cc(-c2cccc(C(=O)N(C)C)c2)cn2c(-c3ccc(C(C)=O)cc3)cnc12,55*,90,-2,-0.4,-0.4,-8,18,-1,9,10
CC1=C(C(=O)N(C)C)CC(CC(=O)NC(c2ccccc2)c2ccccc2)C(=O)N1Cc1ccccc1 (stereo unspecified),-4,107,-1,-1.3,-0.1,-5,6,-2,0,-3
Cc1cc(C)n2nc(CC(=O)NNC(=O)c3ccccc3Cl)nc2n1,-5,103,8,-0.1,-0.2,-8,3,0,-10,-3
O=C(COC(=O)c1cn(-c2ccccc2)nc1-c1ccccc1)c1cccc([N+](=O)[O-])c1,-1,101,-5,-0.1,0.1,-6,3,3,-3,1
O=C(O)CCN1C(=O)C2C3CC(C2C1=O)C1C(c2ccccc2)c2sc(=O)[nH]c2SC31 (stereo unspecified),-10,96,-1,-1.0,-0.2,7,20,2,0,0
O=C(CSc1ccc(-c2ccncc2)nn1)c1ccccc1,-18,106,-2,1.9,0.3,-2,1,-3,11,-2
CC(NC(=O)c1ccccc1SCC(=O)N1CCCC1)c1ccccc1 (stereo unspecified),3,96,-15,-0.5,0.0,-7,3,-1,-1,-3

# Given bar-delimited: two of the compounds above.
SMILES | H9c2 protect | ABCB6 inh MLPCN | Vif imaging | hiPSC survival | aDG glyco up | CaV13 FRET inh | PDI inh | Glyco luc inh | Granule exo inh | m5-HT2A agonist
O=C(CSc1ccc(-c2ccncc2)nn1)c1ccccc1 | -18 | 106 | -2 | 1.9 | 0.3 | -2 | 1 | -3 | 11 | -2
COc1cc(C(=O)Nc2ccc3c(c2)CCN3C(C)=O)cc(OC)c1OC | -2 | 95 | 2 | -0.2 | -0.3 | 11 | -8 | ? | 1 | 1

# Next section
SMILES,H9c2 protect,ABCB6 inh MLPCN,Vif imaging,hiPSC survival,aDG glyco up,CaV13 FRET inh,PDI inh,Glyco luc inh,Granule exo inh,m5-HT2A agonist
CCCC(c1nnnn1CCC(C)C)N1CCC(C(N)=O)CC1 (stereo unspecified),-2,100,3,-2.3,0.7,-5,0,1,1,1
CN(C(=O)CSc1nnc(NCc2ccccc2)s1)C1CCS(=O)(=O)C1 (stereo unspecified),-2,101,1,-0.9,-0.2,-5,-3,1,2,-1
CCc1ccc(-n2c(SCC(=O)Nc3cc(C)[nH]n3)nc3[nH]ncc3c2=O)cc1,3,101,0,0.3,0.0,-6,-1,3,-2,0
Cc1cc(C)cc(C(=O)NN2CCN(C)CC2)c1,-4,79,11,-1.1,0.2,-5,-3,1,-1,5
CC(=O)Nc1ccc(S(=O)(=O)CCC(=O)O)cc1,4,93,9,-0.3,-0.1,-9,-2,1,-2,0
CCOC(=O)C1CCCN(CC(=O)Nc2c(C(=O)OC)[nH]c3ccc(Br)cc23)C1 (stereo unspecified),4,99,-12,0.5,0.2,·,1,-2,0,4
Cc1ccc(S(=O)(=O)N2CCC(=O)N([C@H](CO)Cc3ccccc3)CC2)cc1,·,95,·,-0.3,0.1,-7,·,·,-2,14
CCCCNC(=S)N/N=C1\C(=O)c2cccc3cccc1c23,2,98,-5,-3.5,-0.3,-3,-7,0,-2,2
CC(NNC(=S)N1CCN(c2ccccn2)CC1)c1nccc2ccccc12 (stereo unspecified),35,94,2,-0.8,-0.9,-7,-6,-10,8,2
COc1cc(C(=O)C(=O)c2cc(OC)c(O)c(OC)c2)cc(OC)c1O,3,124,-12,0.3,-0.2,-18,2,2,50,1
CCCNC(=O)Nc1ccccc1SC,2,95,1,-1.2,-0.3,-4,5,-1,19,0
CSC(=S)N/N=C/c1ccc(N(C)C)cc1,-13,95,0,-2.7,0.0,2,-6,0,2,2
O=C(Oc1ccc(O)cc1)C12CC3CC(CC(C3)C1)C2,-3,92,16,-0.6,-0.5,-19,65*,-4,5,0
CCOC(=O)C1C(C(=O)OCC)C2C(=O)C3C(C(=O)OCC)C(C(=O)OCC)C3C(=O)C12 (stereo unspecified),5,99,0,-1.3,-0.1,-4,4,2,-2,6
O=C(C[C@H]1C[C@@H]2c3cc(NS(=O)(=O)c4ccccc4)ccc3O[C@@H]2[C@H](CO)O1)NC1CCCC1,5,98,2,0.4,-0.1,·,-13,1,-2,7
O=C(N/N=C/C1C(c2ccccc2)C1(Cl)Cl)c1cccc(Br)c1 (stereo unspecified),4,102,1,-3.8,2.3,·,7,1,40,-7
Cc1ccc(CNC(=O)C2CCCN2C(=O)NCc2ccccc2)cc1 (stereo unspecified),1,100,7,-0.3,-0.1,-4,0,-1,3,6
Cc1cnn(CCC(=O)NNC(=S)Nc2ccc(F)cc2)c1,-1,91,19,-2.3,0.1,-4,0,0,2,-5
CC(C)(C)c1ccc(C(=O)N2CCC2(C)C(=O)Nc2cccc(C#N)c2)cc1 (stereo unspecified),-6,96,1,-1.1,0.2,-4,6,-2,-2,-2
CCC(=O)N1CCc2cc(S(=O)(=O)NCCCOC)ccc21,-4,106,-8,-0.6,-0.3,-4,11,1,-2,1
CCC(C(=O)OCC(=O)NC1CCS(=O)(=O)C1)c1ccccc1 (stereo unspecified),16,100,0,-0.1,-0.1,-5,-6,-1,-8,5
COc1ccc(NS(=O)(=O)c2ccc(C)c(NC(=O)NC3CCCCC3)c2)cc1,-5,100,1,1.9,0.0,-4,15,-3,-3,0
O=C(COc1ccc(Cl)cc1Cl)NCCCNC(=O)c1cnccn1,-8,99,-22,0.2,0.3,-4,0,0,-4,-1
Cc1coc(NC(=O)CSc2nc(-c3ccc(Cl)cc3)cc(C(F)(F)F)c2C#N)n1,-12,117,-3,-1.2,-0.4,-6,0,-3,-2,8
COc1cc(CC(=O)C(=O)O)oc(=O)c1,5,97,8,-1.4,0.0,-20,-4,0,7,0
CCCCc1c(O)nc(SCC(=O)NC(C)(C)C)n(-c2ccccc2C)c1=O,9,103,18,-0.1,-0.1,-4,7,-1,-4,0
CCCN(Cc1nnc(-c2ccccc2Cl)o1)C(=O)COc1ccc(Cl)cc1,-6,93,1,-0.4,0.3,-3,7,-2,6,-2
CC(CCc1ccccc1)NC(=O)CSc1cccc[n+]1[O-] (stereo unspecified),13,100,2,2.2,-0.1,-17,8,2,-8,-1
NC(c1csc(Nc2cc(NCCCO)ncn2)n1)c1ccccc1Cl (stereo unspecified),1,101,16,-0.9,-0.1,-5,-3,1,-3,-2
CCOC(=O)c1ccc(NC(=S)Nc2ccccc2)cc1,-2,104,-1,-2.8,0.2,-11,3,0,-2,-2
CC(C)c1ccc(OCC(=O)Nc2cccc3c2CCCC3)cc1,-11,93,-13,0.5,0.2,·,-4,1,-2,4
O=C(COc1ccc(Br)cc1)Nc1ccc([N+](=O)[O-])cn1,0,110,-21,0.5,0.1,·,0,4,-7,6
Cc1cc(SCC(=O)c2cccc([N+](=O)[O-])c2)nc(=O)[nH]1,-2,105,-6,-0.3,0.0,·,1,-3,0,-1
CCOC(=O)c1sc2nc(N3CCOCC3)c3c(c2c1N)CC(C(C)C)OC3 (stereo unspecified),-6,89,7,-1.7,-0.1,-6,-4,-1,-1,2
COc1ccc(/C=C2\SC(=S)N(NS(=O)(=O)c3ccccc3)C2=O)c(OC)c1,3,97,·,-0.1,-0.1,-19,0,2,-1,4
COc1ccc(N2CCN(C(=O)C3CCCN(S(=O)(=O)c4cccc5cccnc45)C3)CC2)cc1 (stereo unspecified),-9,97,2,-2.0,0.3,-5,·,-1,0,-1
O=C(C1=C(O)C(=O)N(CCCn2ccnc2)C1c1ccc(F)cc1)c1ccco1 (stereo unspecified),1,92,-8,-0.3,-0.3,-6,12,2,2,3
CCOC(=O)C1CCN(C(=O)CSc2cc(=O)n(C)c3ccccc23)CC1,13,95,-10,-2.2,-0.1,-4,3,5,2,0
Cc1cccc(NC(=S)NCC(c2cccnc2)N(C)C)c1 (stereo unspecified),11,103,4,-1.2,-0.3,-14,-9,1,2,1
CCN(C(=S)NC(=O)Cc1ccc(OC)cc1)c1ccccc1,-1,94,-2,1.6,-0.1,-4,3,0,-6,-1
COC(=O)c1ccc(NC(=O)CSc2nnc(-c3ccncc3)n2N)cc1,0,105,-10,-1.8,-0.1,-5,-2,3,1,5
Cc1cc(-c2ccccc2)nc(-c2ccccc2)c1C,-2,90,12,1.5,0.1,-19,-7,-1,-2,-1
COc1ccc(CN(Cc2ccc(C(=O)O)cc2)C(=S)Nc2cc(C)cc(C)c2)cc1OC,-1,100,9,1.5,1.3,-20,5,0,2,2
Cc1sc2ncnc(SCC(=O)Nc3nc(-c4ccc(F)c(F)c4)cs3)c2c1C,-2,85,2,1.1,0.7,-5,-11,0,0,2
COCCNC(=O)C1Nc2ccc(C(F)(F)F)cc2C2C=CCC12 (stereo unspecified),-2,95,-1,4.7,-0.3,-13,0,-1,-2,-7
O=C(Cn1nc(CNc2ccc(Br)cc2)[n+]2c1CCCCC2)c1ccc([N+](=O)[O-])cc1,0,98,0,1.3,-0.2,-21,2,2,-2,-5
O=C(c1ccccc1)c1c(O)nc(-c2ccccc2)n(-c2ccccc2)c1=O,3,94,2,-1.3,0.0,-5,0,1,3,-4
Cc1c(CNC2CCCC(C)C2C)c(C(=O)O)c(C)n1Cc1ccccc1 (stereo unspecified),6,105,-2,1.7,0.0,-5,19,0,0,1

# Bioassay records: PubChem BioAssay, several laboratories
